SRC1 inh: inhibits human SRC1 coactivator; Q15788; HEK293 GAL4-SRC1 luciferase reporter, luminescence; inhibition, % at 3.6 µM; 360,000 tested, 0.12% active; AID 588354;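 active = inhibition above the campaign mean plus 3 SD, with each screening campaign given its own cutoff, cut at about 60% in these data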;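 note: 0% = DMSO treated cells and 100% = gossypol at 36 µM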
Shn3 3UTR inh: reduces Shn3 3'UTR luciferase signal in osteoblasts. Clone20 osteoblast Shn3 3'UTR firefly luciferase, 24 h. inhibition, % at 12.5 µM. 360,000 tested, 0.52% active;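 active = mean inhibition of at least 75% with every replicate also reaching 75%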;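 note: 0% = median of neutral control wells and 100% = pilot-screen positive control compound; some compounds past the cut are filed as inactive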
CF NFkB inh: inhibitors of cystic fibrosis induced NF-kB; KKLEB NF-kB-GFP reporter, PAF-induced, GFP fluorescence overnight; inhibition, % at 5 µM; 360,000 tested, 0.86% active;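 active = at least 50% inhibition at 5 µM, scaled per plate between neutral and stimulator controls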;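 note: PAF is a Pseudomonas aeruginosa culture filtrate used as stimulus; plate controls were PAF-stimulated DMSO wells for no effect and unstimulated DMSO wells for full effect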
TROY signal inh: inhibitors of TROY-dependent NF-kB signaling; 360,000 tested, 0.98% active; inhibition, % at 10 µM; AID 1347056; Q293 LMP1-TROYcd NF-kB luciferase reporter, 4 h;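 active = compounds whose plate-normalised and pattern-corrected inhibition of the luciferase reporter signal at the single screening dose is 50% or more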
KKLEB cytotox: counter-screen for CF NF-kB inhibitors: cytotoxicity. AID 602141. 360,000 tested, 0.36% active. KKLEB CF airway cells viability, ATPlite luminescence, overnight; active compounds read low; cells stimulated with P. aeruginosa culture filtrate. activity change (cytotoxicity), % at 5 µM;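 active = corrected activity change at or below -50% at 5 µM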
TWEAK Fn14 block: inhibitors of TWEAK-Fn14 interaction signaling; inhibition, % at 10 µM; 360,000 tested, 2% active; TWEAK-stimulated Fn14 reporter cells, luciferase luminescence, 8 h; in the data active = inhibition above about 50%
EBV LMP1 NFkB: Epstein-Barr LMP1 NF-kappaB reporter inhibition; LMP1-induced NF-kappaB luciferase reporter cells, luminescence; inhibition, % at 12.5 µM; 350,000 tested, 0.69% active; in the data active = inhibition above about 41%;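 note: 0% = neutral control wells and 100% = reference inhibitor control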
SRC3 inh: inhibits human SRC3 coactivator | Q9Y6Q9 | 360,000 tested, 0.17% active | HEK293 GAL4-SRC3 luciferase reporter, luminescence | inhibition, % at 3.6 µM;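 active = inhibition above a per-campaign cutoff, the mean of all compounds plus 3 SD, cut at about 60% in these data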;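 note: 0% = DMSO-treated cells and 100% = gossypol-treated cells at 36 µM; higher means less SRC3-driven luciferase light from the GAL4 reporter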
COUP-TFII inh: inhibitors of human COUP-TFII (NR2F2); HEK293T NGFI-A luciferase reporter, luminescence; P24468; inhibition, % at 8.6 µM; 370,000 tested, 0.7% active;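 active = inhibition above a per-plate cutoff, mean inhibition of test wells between control levels plus 3 SD, cut at about 38% in these data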;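 note: cells cotransfected with COUP-TFII expression vector driving the NGFI-A reporter; 0% = median of COUP-TF2 test wells and 100% = reporter-only cells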
Target sequence (P24468 whole entry, looked up): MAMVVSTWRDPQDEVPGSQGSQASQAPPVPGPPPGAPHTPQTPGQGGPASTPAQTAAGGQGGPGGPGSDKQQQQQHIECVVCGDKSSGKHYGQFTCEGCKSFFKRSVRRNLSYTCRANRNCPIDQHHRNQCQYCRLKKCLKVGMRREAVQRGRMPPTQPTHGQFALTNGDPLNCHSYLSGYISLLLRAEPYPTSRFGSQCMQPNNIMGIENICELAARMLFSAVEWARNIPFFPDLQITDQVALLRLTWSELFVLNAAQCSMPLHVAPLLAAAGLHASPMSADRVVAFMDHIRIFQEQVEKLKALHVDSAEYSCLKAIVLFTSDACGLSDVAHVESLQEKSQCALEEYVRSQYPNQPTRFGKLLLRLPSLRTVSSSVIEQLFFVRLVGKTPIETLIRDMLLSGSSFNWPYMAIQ
TRAIL sens C8: sensitizes caspase-8 expressing cells to TRAIL | NB7+C8 cells + TRAIL, ATPlite viability luminescence | 360,000 tested, 1% active | AID 624354 | inhibition (viability loss, TRAIL sensitization), % at 10 µM;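 active = compounds causing at least 50% loss of cell viability in the single-dose screen, relative to plate controls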
LRH-1 inv ag: NR5A2 inverse agonism in reporter assay. HEK293T StAR-luciferase reporter, LRH-1 transfected, 24 h. 360,000 tested, 0.13% active. AID 602396. inhibition, % at 3.6 µM;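 active = inhibition above the mean inhibition of all tested compounds plus 3 SD, cut at about 73% in these data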;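 note: 0% = DMSO wells and 100% = reporter-only cells lacking LRH-1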
Target sequence (O00482 whole entry, looked up): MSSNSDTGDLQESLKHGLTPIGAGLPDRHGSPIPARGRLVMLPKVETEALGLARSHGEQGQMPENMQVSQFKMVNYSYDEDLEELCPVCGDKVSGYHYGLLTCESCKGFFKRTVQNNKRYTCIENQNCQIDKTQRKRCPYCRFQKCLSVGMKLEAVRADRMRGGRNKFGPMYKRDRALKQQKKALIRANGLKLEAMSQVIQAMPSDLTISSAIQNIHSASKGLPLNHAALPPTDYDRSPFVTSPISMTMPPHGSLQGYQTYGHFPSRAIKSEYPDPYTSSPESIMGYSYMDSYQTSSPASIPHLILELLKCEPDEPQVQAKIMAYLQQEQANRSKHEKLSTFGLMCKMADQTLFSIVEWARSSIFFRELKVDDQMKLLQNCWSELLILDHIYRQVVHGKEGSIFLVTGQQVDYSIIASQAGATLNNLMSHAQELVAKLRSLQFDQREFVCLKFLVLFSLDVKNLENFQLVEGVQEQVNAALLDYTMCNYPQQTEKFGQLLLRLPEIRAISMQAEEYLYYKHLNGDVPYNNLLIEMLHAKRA
Active calls of the source: *; . = no result given. The list is partial. The share of hits here may be higher or lower than overall.

SMILES | SRC1 inh | Shn3 3UTR inh | CF NFkB inh | TROY signal inh | KKLEB cytotox | TWEAK Fn14 block | EBV LMP1 NFkB | SRC3 inh | COUP-TFII inh | TRAIL sens C8 | LRH-1 inv ag
COC(=O)C1(S(=O)(=O)c2ccc(C)cc2)CCOCC1 | -2 | -1 | 14 | 3 | 0 | 4 | 3 | 11 | 10 | -15 | 4
CC(=O)C1=C(C)NC(=O)NC1/C=C/c1ccccc1 (stereo not drawn) | -7 | 5 | -4 | -6 | 7 | 5 | 4 | 19 | -23 | 5 | 7
Cc1ccc(NC(=O)Nc2cccc(C)n2)cc1 | -109 | -68 | -8 | -30 | 6 | -4 | -48 | -86 | -34 | 19 | -37
O=S(=O)(c1ccccc1)N1CN(Cc2ccc(F)cc2)c2nc3ccccc3nc21 | -16 | 6 | 4 | 4 | -12 | 11 | -13 | -1 | 15 | -2 | -3
CC1=C(C(=O)N(C(C)C)C(C)C)CC(CC(=O)NCc2cccs2)C(=O)N1CCCN1CCCC1=O (stereo not drawn) | 2 | -11 | 2 | -3 | 0 | -13 | . | -10 | -10 | -10 | 7
CC1CC(C)CN(S(=O)(=O)c2cccc3nsnc23)C1 (stereo not drawn) | 18 | 17 | 3 | -10 | 14 | 6 | 4 | 3 | 1 | 22 | 0
CCCCCCSc1nc2c(c(=O)[nH]c(=O)n2C)n1C | 9 | -18 | 1 | -19 | -8 | -4 | -9 | 2 | -12 | 1 | -5
CC(C)(C)c1cc(Cc2ccccc2)[nH]n1 | -28 | -8 | 2 | -5 | 12 | -16 | -2 | 11 | -20 | 1 | 4
COC(=O)c1cc2sc(Cl)cc2n1CC(=O)Nc1cccc(SC)c1 | -9 | 34 | 6 | -17 | 9 | -23 | -3 | 12 | -15 | 12 | 17
CCC(=O)c1ccc(OCC(=O)OCC(=O)NCCC2=CCCCC2)cc1 | -4 | 3 | 11 | -12 | 7 | 12 | -2 | -10 | 3 | -4 | 12
COc1cc(C(=O)NCCSc2ccc(F)cc2)cc(OC)c1OC | 14 | 9 | -11 | 3 | 1 | -7 | 0 | -1 | -16 | 1 | 3
O=C(Nc1ccc2c(c1)OCO2)C1CC1(Cl)Cl (stereo not drawn) | -58 | -18 | -13 | -32 | 17 | -7 | -11 | -28 | -16 | 11 | -76
CC(C)(C(=O)N1CCC1(C)C(=O)NS(=O)(=O)c1ccc(C#N)cc1)c1ccccc1 (stereo not drawn) | 7 | -4 | 18 | 10 | -16 | 3 | . | 1 | 9 | 7 | 15
CCc1nc2c(OCC3CCCCC3)cccn2c1N(C=O)Cc1ccc(OC)cc1 | -6 | -9 | 28 | 18 | -13 | 7 | . | 6 | -1 | -5 | 5
CC(=O)c1ccc(Nc2nc(C(N)CC(C)C)cs2)cc1 (stereo not drawn) | 7 | 22 | 11 | 9 | 0 | -14 | . | -24 | -4 | 5 | -15
COc1ccc(C(=O)Nc2c(C)csc2C(=O)O)cc1 | 4 | 6 | -30 | 0 | 6 | 19 | -3 | 1 | 1 | -4 | -4
COC(=O)c1cc(C)sc1NC(=S)N1CCN(CCc2ccccc2)CC1 | 1 | 12 | 8 | 14 | -6 | -8 | -1 | 11 | -24 | -23 | 4
Cc1onc(-c2ccccc2)c1C(=O)N/N=C/c1ccc(O)c([N+](=O)[O-])c1 | 18 | 5 | 12 | -2 | -11 | 22 | 9 | 7 | 17 | -1 | 24
Cc1cc(C)c2c(=O)[nH]n(C3CCCCCC3)c2n1 | 4 | -19 | 3 | 13 | 8 | 8 | -2 | 15 | 2 | -3 | 10
O=C(Nc1cc(S(=O)(=O)N2CCOCC2)ccc1N1CCOCC1)c1cnccn1 | 10 | -2 | -6 | 3 | 0 | -25 | -8 | 1 | -8 | 26 | -6
Cn1c(=O)oc2cc(C(=O)c3ccccc3)ccc21 | -7 | 3 | 4 | 3 | 8 | -13 | 7 | 8 | -19 | -12 | -6
CCN1CCN(c2cc(C)c3cc(NC(=S)N4CC(C)CC(C)C4)ccc3n2)CC1 (stereo not drawn) | -3 | 4 | -14 | 54* | 8 | 14 | 9 | 8 | -11 | 14 | -1
CCOc1cc(N2CCOCC2)c(OCC)cc1NC(=O)COC(=O)c1ccc(OC)c([N+](=O)[O-])c1 | -16 | -13 | 6 | 9 | -11 | -14 | 6 | 6 | -3 | -12 | -1
O=C(Cn1ccc2ccccc2c1=O)NCCC(=O)N1CCN(C(=O)c2ccco2)CC1 | 6 | -3 | -6 | -20 | 16 | 0 | -1 | 11 | 3 | -29 | 8
COc1ccc(N2CCN(C(=O)CCC(=O)N3CCOc4ccc(Cl)cc43)CC2)cc1 | 1 | 17 | 12 | -1 | -3 | -18 | -1 | -1 | 11 | -5 | 17
O=C(c1sccc1-c1ccccc1)N1CCN(S(=O)(=O)c2ccccc2)CC1 | 1 | 31 | 9 | -10 | 0 | 1 | -7 | 18 | 5 | -22 | -12
CCOC(=O)c1c(NC(=O)CN2CCCCC2)sc2c1CCC(C=O)=C2Cl | 1 | 57 | 3 | 5 | 2 | 4 | -8 | -5 | 3 | 15 | -3
CCOC(=O)c1nc(N)c(=O)n(-c2ccccc2)n1 | 6 | 16 | -1 | 21 | 3 | 9 | 1 | 16 | -1 | -16 | 9
O=S(=O)(c1ccc(Cl)cc1)N1CCCN(c2ccc(C(F)(F)F)cn2)CC1 | 6 | 7 | 18 | -2 | -2 | 7 | 1 | 10 | 12 | -11 | 10
O=C(N/N=C\c1cc(Br)c(Br)o1)C1COc2ccccc2O1 (stereo not drawn) | 3 | 10 | -13 | -13 | -2 | -12 | 4 | 1 | 15 | 8 | -3
CC(C)n1cnnc1SCC(=O)Nc1cccnc1Cl | -4 | -8 | -4 | 12 | 6 | 3 | -3 | 12 | -5 | -4 | -8
Nn1cnnc1SCC(=O)N1CCc2ccccc2C1 | 5 | 11 | 10 | 7 | -4 | 4 | 0 | 19 | -1 | 23 | 7
COc1cccc(C(O)c2ncc(-c3cccc(F)c3)[nH]2)c1 (stereo not drawn) | -32 | -56 | -39 | -19 | 11 | -8 | . | 0 | -1 | -7 | -23
Oc1cccc(C2c3[nH]c4ccccc4c3CCN2Cc2ccc3c(c2)CCO3)c1 (stereo not drawn) | -24 | -3 | 17 | -20 | -12 | 4 | -12 | -1 | -13 | -4 | -4
COc1cc(C(=O)Nc2ccccc2N2CCOCC2)ccc1OCc1c(C)noc1C | 14 | 7 | 2 | -17 | 14 | -20 | -6 | 16 | -2 | -3 | 0
O=C(Nc1nnc(C(F)(F)F)s1)c1cccnc1 | -72 | -96 | 3 | -43 | -11 | 14 | -16 | -90 | -19 | 4 | -94
CC[N+](CC)(CC)CCC(O)(c1ccccc1)C1CCCCC1 (stereo not drawn) | -11 | 4 | -3 | -12 | -11 | -5 | 5 | -4 | -9 | 6 | -1
COc1cc(SC)ccc1C(=O)NCCCOC(C)C | -27 | -7 | -4 | -15 | -5 | -8 | -5 | -10 | 6 | 0 | -26
O=C(Nc1sc2c(c1C(=O)O)CCCCC2)c1cccnc1 | -1 | -31 | -31 | 4 | -2 | -18 | 0 | -17 | . | -2 | -13
CCOc1ccc2c(c1)N(C(=O)CN1C(=O)CCC1=O)C(C)(C)C=C2C | -16 | -17 | -6 | -3 | 4 | 14 | -2 | -1 | 13 | 1 | 13

3 of the entries above in order of their number in CF NFkB inh, largest number first.
mol,CF NFkB inh
O=C(c1sccc1-c1ccccc1)N1CCN(S(=O)(=O)c2ccccc2)CC1,9
Cn1c(=O)oc2cc(C(=O)c3ccccc3)ccc21,4
O=C(Cn1ccc2ccccc2c1=O)NCCC(=O)N1CCN(C(=O)c2ccco2)CC1,-6

(continued)
SMILES | SRC1 inh | Shn3 3UTR inh | CF NFkB inh | TROY signal inh | KKLEB cytotox | TWEAK Fn14 block | EBV LMP1 NFkB | SRC3 inh | COUP-TFII inh | TRAIL sens C8 | LRH-1 inv ag
CC(C)CN(C(=O)c1cc2ccccc2o1)c1c(N)n(CC(C)C)c(=O)[nH]c1=O | 11 | 0 | -2 | 2 | -11 | 7 | 0 | 8 | 15 | 4 | -17
O=S(=O)(NCCSCc1ccc(Cl)c(Cl)c1)c1ccc2c(c1)OCCO2 | -5 | 17 | 0 | 8 | 0 | -12 | 3 | -15 | -2 | -13 | 10
C/C=C/c1c(F)c(F)c(Oc2ccc(C(=O)O)cc2)c(F)c1F | -3 | 16 | -5 | 19 | 10 | -3 | -5 | 0 | 5 | 13 | 9
C[C@@H]1CN([C@H](C)CO)C(=O)CCCn2nncc2CO[C@@H]1CN(C)S(=O)(=O)c1cccc(F)c1 | 9 | -13 | 12 | -10 | -5 | -6 | 6 | -20 | 10 | 0 | -32
O=C(CC1C(=O)NCCN1Cc1cccc(Oc2ccccc2)c1)NCC1CCOCC1 (stereo not drawn) | -19 | -4 | 7 | 15 | 3 | -6 | -2 | 8 | -10 | -5 | 13
COc1cc(NCc2ccccc2)c2ncn(C(C)C)c2c1 | -29 | -1 | 7 | -10 | 4 | -2 | 2 | -6 | 1 | -1 | 5
CC(C)CCc1noc(CN(CC2CCC2)CC2CCCO2)n1 (stereo not drawn) | 7 | 2 | 4 | 0 | -3 | 12 | -19 | 14 | 4 | 17 | 5
CCOC(=O)Cn1cnc(C)c1 | -7 | -1 | 2 | -7 | 11 | -9 | 7 | -14 | 5 | -8 | 5
Cc1ccc(S(=O)(=O)NCCC(=O)Nc2cccc(S(=O)(=O)N3CCCC3)c2)cc1C | -5 | 6 | -17 | -9 | -10 | 5 | 5 | -1 | 19 | 5 | 6
O=S(=O)(c1ccccc1)c1nc(-c2cccc(Cl)c2)oc1N1CCOCC1 | -2 | 8 | 22 | 14 | -19 | -10 | -11 | 6 | 16 | -7 | 6
CCCc1nc2ccc(Cl)cn2c1Cc1ccsc1 | -12 | -27 | -10 | 5 | 0 | -12 | . | -9 | 3 | -1 | -27
COc1ccccc1N1CCN(Cc2cnc3ccc(Cl)cn23)CC1 | 5 | 31 | -2 | 16 | 12 | 9 | 14 | 7 | -3 | 7 | -9
CCn1c2ccccc2c2cc(NC(=O)COc3ccccc3)ccc21 | 19 | 7 | -21 | -25 | 10 | -5 | -9 | 24 | 2 | -8 | 10
O=C(COC(=O)CNC(=O)c1ccccc1)Nc1nnc(-c2ccccc2)o1 | -10 | 0 | -15 | 6 | 27 | 2 | -4 | 10 | -10 | -6 | -1
CCOc1ccc(S(=O)(=O)Nc2nc3cc(OC)ccc3s2)cc1 | 5 | -2 | -8 | 0 | 0 | 1 | 3 | -1 | 6 | -1 | -7
CC(C)CCOC(=O)/C(=C/c1ccco1)NC(=O)/C=C/c1ccccc1 | 4 | -4 | -13 | -8 | -19 | -3 | 10 | -1 | 13 | -1 | 4
CC(C)=CCC/C(C)=C/CC/C(C)=C/COc1ccc2ccc(=O)oc2c1 | -13 | 9 | -24 | -6 | 0 | -11 | -6 | -19 | 21 | 3 | 10
O=C(O)COc1ccc2oc3c(c2c1)CCCC3 | 14 | -5 | 7 | 21 | 9 | 12 | 2 | -12 | 11 | 15 | 2
Cc1ccc(NC(=O)CCCCCN2C(=O)c3ccccc3C2=O)nc1 | 3 | -20 | -5 | 12 | 4 | 5 | 5 | 17 | -9 | -1 | -10

Assay outcomes (PubChem)
